Compound activity (PubChem BioAssay)
p53null 39C kill: selectivity test: cytotoxicity in p53 null cells, nonpermissive temperature. H1299 p53-null (neo) cells, 39C, ATPlite viability, 24 h. Potency, µM (doses to about 46.1 µM), without a hit: at the highest dose activity, negative = cell killing, most hits filed as cytotoxic. hit rate 0.97% among 55,000. AID 904;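 also: 0% = DMSO only and -100% = full killing by 100 µM tamoxifen; nearly all actives have a fitted effect of over 50% in size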
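Concentration-response (up to 46 uM) was run for 24 h at the nonpermissive 39C on H1299-p53A138V or H1299-neo cells. ATP content was measured with ATPlite luminescence. AC50 values were Hill-modeled after normalizing between DMSO and 100 uM tamoxifen killing.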
p53null 32C tox: p53 null cell cytotoxicity, permissive temperature | hit rate 0.62% among 55,000 | H1299-neo p53 null cells, ATP luminescence, 24 h, 32C | Potency, µM (titrated, usually from 46.1 µM), for inactives: at the top dose activity change, negative = cytotoxicity, most hits filed as cytotoxic;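 also: 0% = DMSO only and -100% = full killing by 100 µM tamoxifen; nearly all actives have a fitted effect of over 55% in size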
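We seeded p53-null H1299-neo cells, incubated them overnight at 37C, and added compounds across a range up to 46 uM. After 24 hours at 32C, ATP reagent was applied for 20 min at room temperature and luminescence recorded.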
Starred values were filed as active, the others as inactive; ? = inconclusive; [ ] = dose if it differs, or a comment. Calls follow the shape of the dose curve; as a rule, active = well fitted cell-killing curve with a large enough effect; inconclusive = small, poorly fitted or top-dose-only effect; inactive = no such curve, though single readings can be large or run the other way. Potency is read from the fitted curve at half-maximal effect.

SMILES | p53null 39C kill | p53null 32C tox
Cc1cccc(C)c1NC(=O)c1cc(S(=O)(=O)N2CCOCC2)ccc1F | -7% | 2%
CCOC(=O)C1=NN(c2ccccc2C)C2=NC(C)=C(C(=O)OC)C(c3cccs3)N12 (stereo unspecified) | -19% | -3%
Cc1ccccc1C(=O)NCCc1nnc(SCC(=O)Nc2nc(-c3ccccc3)cs2)n1C | ? | -4%
COc1cc(OC)cc(C(=O)NC2CCN(CC(=O)Nc3cccc4ccccc34)CC2)c1 | 23% | 0%
Cc1ccc(N2CCN(S(=O)(=O)c3ccc(F)cc3)CC2)c(C)c1 | 18% | 3%
CCOC(=O)c1c(-c2ccccc2)csc1NC(=S)N(CC)CC | 6%[1.84 µM] | -8%
N=c1c(-c2nc3ccccc3[nH]2)cc(C(=O)c2cccs2)nn1-c1ccccc1 | 13% | 7%
CC(=O)NCc1cn2c(C)csc2n1 | 6% | 11%
CCn1c(SCC(=O)N2CCN(c3cccc(Cl)c3)CC2)nc2ccccc2c1=O | 6% | 8%
CCN(CC)C(=O)c1cccc2c1C(=O)c1ccccc1-2 | 16% | 7%
COc1ccccc1-c1nnc(-c2ccc(N3CCOCC3)cc2)o1 | -13% | -24%
CC1(C)C2([N+](=O)[O-])CN(CCO)CC1([N+](=O)[O-])CN(CCO)C2 | 12% | 9%
CCOc1ccccc1-c1nc(-c2cc3ccc(C)cc3[nH]c2=O)no1 | -3% | 2%
Cc1nc2ccc(Br)cn2c1NC(C)(C)C | 2% | -1%
CCCCCCSC1=C(C#N)C(=O)NC2(CCCCC2)S1 | -1% | 15%
O=C(Cn1cnc2c(nnn2Cc2ccc(Cl)cc2)c1=O)N1CCCc2ccccc21 | 30% | 7%
COc1ccc(CNC(=O)COC(=O)CCCOc2ccc(Cl)cc2Cl)cc1 | ? | -27%
CCCN(CCC)CC(=O)NCC1(c2ccccc2)CCOCC1 | 35%[activator] | -6%
O=C(CC(c1ccccc1)c1ccccc1)NCc1cccnc1 | 16% | -2%
Cc1nn(-c2cc(N3CCCCC3)ccc2[N+](=O)[O-])c(=O)c2ccccc12 | 2% | 4%
Cc1ccccc1N1CC(O)(c2ccccc2)[N+]2=C1SCC2 (stereo unspecified) | 11% | -1%
CCc1[nH]nc2c1C(c1ccsc1)C(C#N)=C(N)O2 (stereo unspecified) | -14% | 7%
OC(CN=c1sc2ccccc2n1CC(O)COc1ccccc1)COc1ccccc1 (stereo unspecified) | ? | -16%
O=C(CCCNC(=O)/C(=C/c1ccccc1F)NC(=O)c1ccccc1)OCc1ccccc1 | 10% | 0%
COc1cc(OC)cc(OCC(O)Cn2cnc(-c3ccccc3)c2)c1 (stereo unspecified) | 6% | 4%
CCCc1nnc2n1N=C(c1ccc(OC)c(OC)c1)CS2 | -18% | -6%
O=C(CSc1nnc(Cn2c(=O)sc3ccccc32)n1-c1ccccc1)N1CCCCCC1 | 3% | 0%
Cc1ccc(CN(C(=O)c2ccco2)C(C(=O)NC2CCCC2)c2ccc(N3CCOCC3)cc2)cc1 (stereo unspecified) | 17% | 12%
Cc1cc(=O)n2nc(N3CCCC(C(=O)N4CCN(C)CC4)C3)sc2n1 (stereo unspecified) | -3% | -2%
Fc1cccc(-c2oncc2-c2nnnn2-c2ccc(Cl)cc2)c1 | 11% | 7%
Nc1c(S(=O)(=O)c2ccccc2)nnn1-c1ccccc1 | -18% | -15%
Cc1ccc(CC2CC(=O)N(CC(=O)O)C2=O)cc1 (stereo unspecified) | 21% | 7%
CCOc1cc2[nH]c(=O)n(CCC(=O)NCCc3ccc(OC)c(OC)c3)c(=O)c2cc1OCC | 6% | 6%
COc1cccc(-n2nc3c(=O)n(Cc4ccccc4Cl)nc(C)c3c2C)c1 | -3% | -4%
CCCC1(C(=O)OCC)NC(c2ccc(N(C)C)cc2)C2C(=O)N(c3ccccc3)C(=O)C21 (stereo unspecified) | -15% | 0%
O=C(Nc1ccccn1)c1cccc(S(=O)(=O)N2CCCCC2)c1 | -10% | -2%
CCCCCC(=O)NC(NC(=S)N1CCOCC1)C(Cl)(Cl)Cl (stereo unspecified) | -1% | 3%
O=C1OCCC1Sc1ncnc2sc3c(c12)CCC3 (stereo unspecified) | 14% | -9%
CCC1CCCCN1S(=O)(=O)c1ccc(C(=O)Nc2nnc(-c3ccccc3Cl)o2)cc1 (stereo unspecified) | 9% | 0%
COc1cccc2c(C)c(C(=O)O)[nH]c12 | 1% | -3%

Reformatted with values under each structure: entries from further up
Sequence of screens – p53null 39C kill, p53null 32C tox
> CCc1[nH]nc2c1C(c1ccsc1)C(C#N)=C(N)O2 (stereo unspecified)
    -14%, 7%
> CCCCCCSC1=C(C#N)C(=O)NC2(CCCCC2)S1
    -1%, 15%
> O=C(Nc1ccccn1)c1cccc(S(=O)(=O)N2CCCCC2)c1
    -10%, -2%
> CCn1c(SCC(=O)N2CCN(c3cccc(Cl)c3)CC2)nc2ccccc2c1=O
    6%, 8%
> CCCC1(C(=O)OCC)NC(c2ccc(N(C)C)cc2)C2C(=O)N(c3ccccc3)C(=O)C21 (stereo unspecified)
    -15%, 0%

The results go on.
SMILES | p53null 39C kill | p53null 32C tox
Cc1ccc(-c2nnc(SCC(=O)Nc3nccs3)n2N)cc1 | -7% | -6%
COc1cc(OC)c(NC2c3ccccc3C(=O)N2c2cc(C)ccn2)cc1Cl (stereo unspecified) | 7% | -7%
Cn1c(=O)c2c(n3cnnc13)-c1ccccc1CC21CCCC1 | 0% | -2%
O=[N+]([O-])c1ccc(Nc2nc(N/N=C/c3cccc(F)c3)nc(N3CCCC3)n2)cc1 | 16%[1.84 µM] | -2%
COc1ccc(CC(=O)NNc2ncnc3c2cnn3-c2ccc(C)cc2)cc1OC | 8%[1.84 µM] | -5%
O=C(Cn1nnc(-c2ccc(OCc3ccccc3F)cc2)n1)N1CCOCC1 | -15% | -8%
CCC(c1nnnn1C1CCCC1)N1CCN(Cc2ccccc2)CC1 (stereo unspecified) | 25% | -2%
Cc1nnc(SCC(=O)Nc2ccccc2N2CCOCC2)s1 | 29% | 0%
S=C(Nc1ccc(Cl)c(Cl)c1)NC1CCN(Cc2ccccc2)CC1 | ? | 4%
O=C1C2C3C=CC(C3)C2C(=O)N1c1ccc2ccccc2n1 (stereo unspecified) | 6% | 3%
CS(=O)(=O)N1CCN(c2ccccc2NC(=O)c2ccc3ccccc3c2)CC1 | -3% | 1%
CCCc1nnc(NC(=O)CCCC(=O)O)s1 | -20% | 0%
Cc1cc(=O)n(CC(C)O)c(O)c1C#N (stereo unspecified) | -4% | 2%
COc1ccc(/C=C/C(=O)c2ccc[nH]2)c(OC)c1OC | ? | ?
COCc1nc(-c2ccc(-c3ccccc3)nc2OC)no1 | -12% | -12%
COc1ccc2nc(SCC(=O)N3CCN(c4ccc(F)cc4)CC3)c(C#N)cc2c1 | -2% | 6%
CCC(C)(C)n1nnnc1CN1CCC(NC(=O)c2ccccc2C)CC1 | 7% | 2%
c1ccc(Nc2nc3ccccc3n3cnnc23)cc1 | 22% | 22%
Cc1ccc(C)c(N2CCN(CC(=O)Nc3ccc4[nH]c(=O)[nH]c4c3)CC2)c1 | 21% | 14%
Cc1cc(NC(=O)C(=O)NCCN2CCN(C(=O)c3cccs3)CC2)ccc1Br | 27% | 4%
Cn1c(=O)[nH]c(=O)c2c1nc(CN1CCN(c3ccccc3F)CC1)n2CC(N)=O | 16% | 7%
CCN1C(=O)/C(=C2\C=Cc3cc(C)ccc3N2CC)OC1=S | 11% | -2%
Cc1ccc(COc2cccc3c2CCN(Cc2ccc(F)cc2)C3=O)cc1 | -1% | 1%
NNC(=O)COc1cccc2cccnc12 | -6% | -5%
O=C(CCn1c(=O)oc2ccccc21)N1CCN(c2ccccc2Cl)CC1 | -26% | 13%
CCOCCCNC(=O)C(c1ccc(C)cc1)N(Cc1ccc2c(c1)OCO2)C(=O)CNC(C)=O (stereo unspecified) | 4% | -8%
Cn1c(=O)c2c(-c3ccccc3F)c3c(nc2n(C)c1=O)-c1ccccc1C3O (stereo unspecified) | 0% | 1%
Cc1ccc(NS(=O)(=O)N(C)C)cc1 | 5% | -4%
COc1cc(C(=O)NCCc2nc3ccccc3n2C)cc(OC)c1OC | -10% | -2%
Cc1cc(C)n2c(SCC(=O)Nc3cc(C)on3)nnc2n1 | 42% | 2%
O=C(NNS(=O)(=O)c1ccccc1)C1CCN(S(=O)(=O)c2ccc(Cl)cc2)CC1 | 12% | -1%
O=C1c2ccccc2C(=O)C1c1ccnc2ccccc12 | 16µM* | ?
COc1ccc(C(=O)NCc2ccccc2OC)cc1 | -10% | -1%
COC(=O)Nc1ccc(S(=O)(=O)Nc2ccc(O)cc2)cc1 | 21% | 5%
Cc1ccc(NC(=O)CSc2nnc(C)n2-c2ccccc2)cc1 | -7% | -6%
Cn1cnnc1-c1cccc(NS(=O)(=O)c2ccc(N3CCCC3=O)cc2)c1 | -8% | -1%
COc1ccc(-c2cc(C(F)(F)F)nc(SCCC(=O)N3CCCC3)n2)cc1 | 28% | 2%
C/C(CCc1oc2c(Br)cc(Br)cc2c1-c1ccc(C)o1)=N\O | 3% | -11%
CCCOc1ccc(CC(=O)NNC(=S)Nc2ccccc2)cc1Br | 3% | -1%
O=C(Cn1cnc([N+](=O)[O-])n1)N/N=C/c1ccc2ccccc2c1 | 19% | 5%
COc1cc(S(=O)(=O)N(Cc2ccccn2)Cc2ccccc2Cl)ccc1-n1cnnn1 | 16% | -7%
CCOC(=O)c1ccccc1NC(=O)CSc1nccn1C | 21% | -4%
COc1cccc(NC(=O)C(=O)N2CCOCC2)c1 | -19% | -21%
O=C(CSc1ncnc2ccccc12)NCc1ccco1 | 8% | 1%
Cc1cccc(NC(=O)CCC(=O)NCCO)c1 | 7% | -7%
O=C(c1ccccc1)N1CCN(C(=O)c2ccccc2)CC1 | 3% | 2%
Cc1c(Cl)c(C(F)(F)F)nn1CC(=O)N1CCSCC1 | 23% | -5%
Cc1ccc(S(=O)(=O)N2CCC(n3nnc4cc(C)ccc43)CC2)cc1 | 26% | 0%
Cc1ccc(CN2CCN(/N=C/c3cc(Br)cc(Br)c3O)CC2)c(C)c1 | 23% | 9%
CCc1nnc(NC(=O)C=C(C)C)s1 | -14% | -6%
CCCS(=O)(=O)c1c(S(=O)(=O)CCC)c2c(N)cccn2c1C(=O)c1ccc(Br)cc1 | 21% | 4%
O=C(Nc1ccccc1Cl)NC1(C(=O)N2CCCC2)CCCCC1 | -10% | 6%
CC1=NN(/C(=N\c2nnc(C)s2)Nc2ccccc2)[C@H](c2ccc(C)cc2)S1 | -9% | 8%
O=C(OCC1CC(c2ccccc2)=NO1)c1ccc(Br)cc1 (stereo unspecified) | 19%[1.84 µM] | -3%
Cc1cc(C)n(C(=O)c2c([N+](=O)[O-])c(C)nn2C)n1 | 17% | 13%
Cn1c(SCC(=O)c2ccccc2)nnc1-c1ccco1 | 8% | -5%
Cc1nc2ccccc2n1CC(=O)NCCN1CCCC1 | 3% | -3%
CCOc1cc2[nH]c(=O)n(Cc3ccc(C(=O)NCCOC)cc3)c(=O)c2cc1OCC | 9% | -4%
Cc1ccc(NC(=O)CSc2nnc(CN3CCOCC3)n2-c2ccccc2)cc1 | 20% | -2%
Cc1ccc(C2CC2C(=O)NNC(=S)Nc2cccc(Cl)c2)cc1 (stereo unspecified) | 7% | 16%

Reformatted with values under each structure: part of the list above.
Second line of a record: p53null 39C kill	p53null 32C tox
- Cc1cc(=O)n2nc(N3CCCC(C(=O)N4CCN(C)CC4)C3)sc2n1 (stereo unspecified)
    -3%	-2%
- O=C(Cn1cnc([N+](=O)[O-])n1)N/N=C/c1ccc2ccccc2c1
    19%	5%

Continued.
SMILES | p53null 39C kill | p53null 32C tox
Cc1ccc(C(C(=O)NC2CCCC2)N(Cc2ccco2)C(=O)CCC(=O)Nc2cc(C)on2)cc1 (stereo unspecified) | 6% | 11%
O=C(CN1C(=O)C2C3C=CC(C3)C2C1=O)NCc1ccco1 (stereo unspecified) | -2% | 3%
CCOc1ccccc1NC(=O)C1CCN(C(=O)NCc2ccccc2)CC1 | 1% | 1%
CCN1CCN(c2cc(-c3ccccc3)nc3cc(-c4cccc(F)c4)nn23)CC1 | -9% | 10%
COc1ccc(-c2cnc(SCC(=O)Nc3nc(C(C)(C)C)cs3)n2Cc2ccco2)cc1 | 7% | 14%
COc1cccc(NC(=O)COc2ccc(C)cc2)c1 | ? | -24%
COc1ccc(C(=O)Nc2nc3ccc(S(C)(=O)=O)cc3s2)cc1 | -11% | -1%
Cc1nnc(NC(=O)Cn2cnc3c2c(=O)n(C)c(=O)n3C)s1 | 13% | 4%
COCCn1c(SCc2csc(-c3ccccc3)n2)nc2ccccc21 | -11% | -8%
O=C(N1CCOCC1)n1cnc2ccccc21 | 25% | 11%
Cc1nc2ccccc2c(=O)n1NC(=O)c1ccco1 | 2% | 6%
C=C(C)CNC(=S)/N=c1\scc(C)n1CC | 0% | 2%
COc1cc(C2Nc3cccc4cccc(c34)N2)cc(OC)c1O | -28% | -19%

Pulled by compound from the entries so far:
SMILES | p53null 39C kill | p53null 32C tox
C/C(CCc1oc2c(Br)cc(Br)cc2c1-c1ccc(C)o1)=N\O | 3% | -11%
COc1cc(C(=O)NCCc2nc3ccccc3n2C)cc(OC)c1OC | -10% | -2%
Cc1ccc(NC(=O)CSc2nnc(C)n2-c2ccccc2)cc1 | -7% | -6%
Cc1cc(=O)n(CC(C)O)c(O)c1C#N (stereo unspecified) | -4% | 2%

A portion of the library; the hit share may differ from the screen's.
